# Assay outcomes as filed in PubChem BioAssay.
# ERp5 block: blocks human ERp5 reductase activity on insulin | Q15084 | ERp5 insulin aggregation, absorbance 650 nm, 90 min | inhibition, % at 9.99 µM | 350,000 tested, 0.05% active | AID 651711;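 active means mean replicate inhibition above about 25%, with every replicate also reaching it, limit read from the data, passing the limit was not always enough; inconclusive means only one of those two criteria met; inactive means neither criterion met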
# S100A4 inh HTS: blocks human S100A4 binding to myosin IIA peptide. P26447. S100A4/TAMRA-MyoIIA peptide fluorescence polarization. inhibition, % at 10.7 µM. 360,000 tested, 0.14% active;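 active means mean inhibition of at least 70% across replicates, with every replicate also reaching that level; inconclusive means mean inhibition reaches 70% but some replicates fall short; inactive means mean inhibition below 70%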
# Target sequence (P26447 whole entry, looked up): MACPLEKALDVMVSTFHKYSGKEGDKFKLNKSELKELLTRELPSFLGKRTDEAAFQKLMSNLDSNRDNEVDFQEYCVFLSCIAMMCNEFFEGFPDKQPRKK
#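 Test system – S100A4 monomer (human) · Compound – single-point compound testing · Schedule – 5 min incubation before reading · Probe or stimulus – TAMRA-labelled myosin IIA heavy-chain peptide probe, 5 nM · Benchmarks – neutral control DMSO, positive control TFP · Medium – Calcium-containing HEPES buffer, pH 7.2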
# DENV2 CPE rescue: inhibitors of DENV2 cytopathic effect | DENV2-infected cells, cytopathic effect rescue, plate reader | CPE inhibition, % at 9.99 µM | 350,000 tested, 1.7% active; in the data active means CPE inhibition above about 20%, passing the limit was not always enough; inconclusive means no clear call, values can overlap the other calls; tested in BHK-21 cells;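 further: 0% = median of neutral control wells and 100% = median of positive control wells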
# SIRT5 inh: blocks human SIRT5 desuccinylation of peptide; Q9NXA8; Purified SirT5, succinyl-peptide AMC, trypsin-coupled fluorescence; inhibition, % at 15 µM; 330,000 tested, 1.1% active; AID 652115; in the data active means inhibition above about 15%; inconclusive means no clear call, values can overlap the other calls
# E-selectin induc: induces E-selectin expression in human endothelial cells; HUVEC E-selectin immunofluorescence imaging; normalized: neutral wells 0, TNF-alpha wells 100; P16581; activation, % at 7.58 µM; 260,000 tested, 0.37% active;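 active means mean E-selectin-positive cell signal at least 10% of the positive control, reached in at least 60% of replicates, without over 20% cell loss; inconclusive means no rule given, readout overlaps actives, possibly toxicity-flagged; inactive means the rest, including those meeting only one limit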;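 further: in these data hits start at about 27%; measured in HUVEC primary endothelial cells; signal is the percent of cells scored E-selectin positive by PE staining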
# Target sequence (P16581 whole entry, looked up): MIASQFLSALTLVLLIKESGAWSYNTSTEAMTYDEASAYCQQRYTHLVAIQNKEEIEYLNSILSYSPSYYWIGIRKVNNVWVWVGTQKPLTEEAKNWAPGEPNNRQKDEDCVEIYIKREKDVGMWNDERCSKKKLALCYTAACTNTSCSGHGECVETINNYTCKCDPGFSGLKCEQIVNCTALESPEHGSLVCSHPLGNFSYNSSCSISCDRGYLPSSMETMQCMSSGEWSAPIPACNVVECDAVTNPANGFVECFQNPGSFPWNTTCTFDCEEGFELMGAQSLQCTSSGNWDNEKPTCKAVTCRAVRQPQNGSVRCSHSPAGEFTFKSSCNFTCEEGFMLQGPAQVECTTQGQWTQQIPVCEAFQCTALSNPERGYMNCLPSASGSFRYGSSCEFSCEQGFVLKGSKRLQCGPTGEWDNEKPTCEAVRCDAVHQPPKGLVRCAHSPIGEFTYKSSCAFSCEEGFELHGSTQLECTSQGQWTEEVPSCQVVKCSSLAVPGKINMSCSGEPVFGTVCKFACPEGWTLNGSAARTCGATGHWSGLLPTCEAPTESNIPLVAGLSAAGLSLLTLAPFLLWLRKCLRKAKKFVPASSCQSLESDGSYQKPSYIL
#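 Test system: HUVEC; input: 3,000 HUVEC/well; measured by: immunofluorescence imaging; read-out: % PE-positive cells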
# PglD DTNB: blocks C. jejuni PglD acetyltransferase activity; purified PglD enzyme, DTNB colorimetric CoA detection; inhibition, % at 12.5 µM; 360,000 tested, 0.098% active; AID 602405; in the data active means inhibition above about 16%, passing the limit was not always enough; inconclusive means no clear call, values can overlap the other calls; further: strong numbers were not always called active
# Statin myotox sup: suppressors of simvastatin-induced myotoxicity in C2C12 myotubes. rescue of ATP level, % at 7.49 µM. ATP luminescence, 48 h; scaled: DMSO 0, geranylgeraniol control 100. 330,000 tested, 0.78% active;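 active means mean ATP rescue above about 67%, or every replicate alone reaching that limit, limit read from the data, passing the limit was not always enough; inconclusive means no clear call, values can overlap the other calls; inactive means mean under the limit and some replicate under it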;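 further: myotubes were challenged with 10 µM simvastatin during compound exposure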
# Active calls of the source: *; ? = inconclusive; . = not tested or not shown.
# Screens by letter: A = ERp5 block; B = S100A4 inh HTS; C = DENV2 CPE rescue; D = SIRT5 inh; E = E-selectin induc; F = PglD DTNB; G = Statin myotox sup
[1] Cc1ccnc2nc(C(=O)OCCOc3ccc(F)cc3)nn12
  A: 0	B: -4	C: -3	D: 0	E: 0.5	F: 0	G: 16

[2] Cc1cccc2nc(-c3ccccc3)c(-c3ccc(CN4CCC(n5cc(-c6ccccc6)[nH]c5=O)CC4)cc3)nc12
  A: 1	B: -11	C: 15	D: 1	E: -0.4	F: .	G: .

[3] Cc1csc(-c2nc3ccccc3n2C(C(=O)NC(C)(C)C)c2ccccc2)c1 (stereo not drawn)
  A: 0	B: -6	C: 22*	D: -4	E: -0.2	F: .	G: .

[4] Cc1cc(C)cc(SCc2noc(C(=O)NCc3ccccc3)c2C(=O)NCc2ccccc2)c1
  A: .	B: .	C: .	D: .	E: -0.3	F: 0	G: 2

[5] COc1ccccc1CN1CC[C@H]2[C@H](CO)Nc3ccc(C#Cc4ccccc4)cc3[C@H]21
  A: 3	B: -9	C: -33	D: 2	E: 0.0	F: -14	G: -90

[6] C[C@H](CO)N1C[C@H](C)[C@H](CN(C)Cc2ccc(C(=O)O)cc2)Oc2ccc(NS(=O)(=O)c3cccs3)cc2C1=O
  A: -12	B: 3	C: -4	D: -5	E: 3.2	F: -5	G: .

[7] C[C@H](CO)N1C[C@H](C)[C@@H](CN(C)S(=O)(=O)c2ccc(F)cc2)OCCCC[C@H](C)Oc2ccc(NC(=O)Cc3ccccc3)cc2C1=O
  A: .	B: .	C: -12	D: .	E: 0.1	F: -1	G: -43

[8] COc1ccc(CNC(=O)CCS(=O)(=O)Cc2cccc(Cl)c2)c(OC)c1
  A: -6	B: 1	C: 2	D: -5	E: 3.3	F: 0	G: .

[9] COc1ccc(CN(C(=O)c2cccs2)c2ccccc2C(=O)O)cc1
  A: -3	B: -2	C: 0	D: .	E: 3.4	F: 12	G: 4

[10] O=C(CC1C(=O)N(c2ccccc2)C(=S)N1c1ccccc1)c1ccccc1 (stereo not drawn)
  A: -4	B: -2	C: 3	D: -1	E: .	F: .	G: .

[11] Cc1noc(C)c1NC(=O)N(C)C[C@@H]1Oc2cc(C#CCC(C)C)ccc2S(=O)(=O)N([C@@H](C)CO)C[C@H]1C
  A: -1	B: 17	C: 6	D: -2	E: 0.0	F: 4	G: 22

[12] CCC(=O)N[C@H]1C[C@@H]2O[C@@H](CO)CC[C@@H]2O[C@@H]1CCc1ccc(C#CCc2ccccc2)cc1
  A: 0	B: -6	C: 13	D: 0	E: .	F: .	G: .

[13] CCC(Oc1cccc(C)c1)C(=O)Nc1ccccc1C(=O)N1CCOCC1 (stereo not drawn)
  A: 1	B: 5	C: 6	D: -1	E: -0.1	F: -2	G: 1

[14] CSCCC(NC(=O)COc1ccccc1)C(=O)N1CC(C)OC(C)C1 (stereo not drawn)
  A: -4	B: 14	C: 20	D: 0	E: .	F: 2	G: -5

[15] CC(=O)/C=C1\OCc2cc(OCc3ccccc3)ccc21
  A: 3	B: -3	C: 5	D: 1	E: 0.9	F: .	G: .

# Next records follow:
# Screens by letter: A = ERp5 block; B = S100A4 inh HTS; C = DENV2 CPE rescue; D = SIRT5 inh; E = E-selectin induc; F = PglD DTNB; G = Statin myotox sup
[16] CC(C)NC(=O)Nc1ccc2c(c1)C(=O)N([C@@H](C)CO)C[C@H](C)[C@H](CN(C)S(=O)(=O)c1ccccc1)O2
  A: 2	B: 1	C: 2	D: -1	E: -4.5	F: 6	G: -9

[17] Cc1c(Cl)cccc1NC(=S)NCCCN(C)C
  A: 1	B: 9	C: -7	D: -4	E: -0.1	F: 5	G: .

[18] Cn1cccc1Cc1nnc(SCC(=O)NCc2ccccc2Cl)n1-c1ccc(F)cc1
  A: 5	B: -5	C: -7	D: .	E: 0.1	F: -1	G: 6

[19] CN(C)C1(CNC(=O)c2cccc(S(=O)(=O)NCc3ccccc3)c2)CCCCC1
  A: -5	B: -3	C: 1	D: 1	E: 0.0	F: .	G: -3

[20] CN1C(=O)c2cc(NC(=O)c3ccc(F)c(F)c3)ccc2OC[C@H]2O[C@H](CC(=O)N[C@H]3CCN(Cc4ccccc4)C3)CC[C@@H]21
  A: -2	B: 10	C: -1	D: 1	E: 0.0	F: -3	G: 7

[21] c1cn2c(NC3CCCC3)c(-c3ccc(N4CCOCC4)cc3)nc2cn1
  A: 6	B: -1	C: -1	D: -5	E: .	F: -4	G: -15

[22] CCc1ccccc1NC(=O)CN(C)C(=O)COC(=O)c1ccccc1Cl
  A: 1	B: -5	C: -8	D: -2	E: -0.1	F: -1	G: 9

[23] O=C(c1ccc2ncsc2c1)N1CCN(c2ccccc2Cl)CC1
  A: 3	B: -1	C: -4	D: 1	E: .	F: -2	G: -7

[24] Cc1nn2c(=O)[nH]cnc2c1Cl
  A: 1	B: -3	C: -8	D: 1	E: 0.5	F: 2	G: -1

[25] C[C@H]1CCCCO[C@@H](CN(C)C(=O)Nc2ccccc2)[C@@H](C)CN([C@@H](C)CO)C(=O)c2cc(NC(=O)Nc3ccc(F)cc3)ccc2O1
  A: 3	B: -6	C: 1	D: 3	E: 0.5	F: 4	G: .

[26] CN(NS(=O)(=O)c1ccc(F)cc1)c1ncc(C(F)(F)F)cc1Cl
  A: 11	B: 2	C: -1	D: 0	E: .	F: .	G: .

[27] O=C(c1ccccc1F)N1CC[C@@H]2[C@@H](CO)Nc3ccc(Br)cc3[C@@H]21
  A: 0	B: 16	C: ?	D: -1	E: 0.1	F: -1	G: -9

[28] COc1ccc(CN(C)C[C@@H]2OCCCC[C@@H](C)Oc3ccc(NS(=O)(=O)c4ccc(OC)cc4)cc3C(=O)N([C@H](C)CO)C[C@H]2C)cc1
  A: .	B: .	C: -6	D: .	E: -0.2	F: -1	G: .

[29] C=CCNC(=O)c1cccc(OC2CCN(CC(C)(C)C)CC2)c1
  A: 4	B: -3	C: 3	D: 2	E: .	F: 4	G: 1

[30] O=C(CSc1ccc(-c2ccncc2)nn1)c1ccccc1
  A: 6	B: -6	C: -2	D: 1	E: .	F: .	G: -3

# Other structures:
# Screens by letter: A = ERp5 block; B = S100A4 inh HTS; C = DENV2 CPE rescue; D = SIRT5 inh; E = E-selectin induc; F = PglD DTNB; G = Statin myotox sup
[31] COCC(=O)N(C)C[C@@H]1Oc2cc(C#CCC3CCCC3)ccc2S(=O)(=O)N([C@@H](C)CO)C[C@@H]1C
  A: 3	B: -1	C: 11	D: -3	E: -0.2	F: 1	G: -7

[32] O=C(O)CCN1C(=O)C2C3CC(C2C1=O)C1C(c2ccccc2)c2sc(=O)[nH]c2SC31 (stereo not drawn)
  A: 0	B: -1	C: -2	D: 2	E: .	F: .	G: .

[33] Cc1cc(C)n2nc(CC(=O)NNC(=O)c3ccccc3Cl)nc2n1
  A: 2	B: 1	C: -2	D: -2	E: .	F: 1	G: -1

[34] CC1=C(C(=O)N(C)C)CC(CC(=O)NC(c2ccccc2)c2ccccc2)C(=O)N1Cc1ccccc1 (stereo not drawn)
  A: -5	B: 0	C: 6	D: -1	E: .	F: -1	G: -2

# Twelve entries already listed, sorted by molar mass, smallest number first:
# Screens by letter: A = ERp5 block; B = S100A4 inh HTS; C = DENV2 CPE rescue; D = SIRT5 inh; E = E-selectin induc; F = PglD DTNB; G = Statin myotox sup
[24] Cc1nn2c(=O)[nH]cnc2c1Cl
  A: 1	B: -3	C: -8	D: 1	E: 0.5	F: 2	G: -1

[30] O=C(CSc1ccc(-c2ccncc2)nn1)c1ccccc1
  A: 6	B: -6	C: -2	D: 1	E: .	F: .	G: -3

[29] C=CCNC(=O)c1cccc(OC2CCN(CC(C)(C)C)CC2)c1
  A: 4	B: -3	C: 3	D: 2	E: .	F: 4	G: 1

[33] Cc1cc(C)n2nc(CC(=O)NNC(=O)c3ccccc3Cl)nc2n1
  A: 2	B: 1	C: -2	D: -2	E: .	F: 1	G: -1

[21] c1cn2c(NC3CCCC3)c(-c3ccc(N4CCOCC4)cc3)nc2cn1
  A: 6	B: -1	C: -1	D: -5	E: .	F: -4	G: -15

[26] CN(NS(=O)(=O)c1ccc(F)cc1)c1ncc(C(F)(F)F)cc1Cl
  A: 11	B: 2	C: -1	D: 0	E: .	F: .	G: .

[27] O=C(c1ccccc1F)N1CC[C@@H]2[C@@H](CO)Nc3ccc(Br)cc3[C@@H]21
  A: 0	B: 16	C: ?	D: -1	E: 0.1	F: -1	G: -9

[32] O=C(O)CCN1C(=O)C2C3CC(C2C1=O)C1C(c2ccccc2)c2sc(=O)[nH]c2SC31 (stereo not drawn)
  A: 0	B: -1	C: -2	D: 2	E: .	F: .	G: .

[34] CC1=C(C(=O)N(C)C)CC(CC(=O)NC(c2ccccc2)c2ccccc2)C(=O)N1Cc1ccccc1 (stereo not drawn)
  A: -5	B: 0	C: 6	D: -1	E: .	F: -1	G: -2

[20] CN1C(=O)c2cc(NC(=O)c3ccc(F)c(F)c3)ccc2OC[C@H]2O[C@H](CC(=O)N[C@H]3CCN(Cc4ccccc4)C3)CC[C@@H]21
  A: -2	B: 10	C: -1	D: 1	E: 0.0	F: -3	G: 7

[25] C[C@H]1CCCCO[C@@H](CN(C)C(=O)Nc2ccccc2)[C@@H](C)CN([C@@H](C)CO)C(=O)c2cc(NC(=O)Nc3ccc(F)cc3)ccc2O1
  A: 3	B: -6	C: 1	D: 3	E: 0.5	F: 4	G: .

[28] COc1ccc(CN(C)C[C@@H]2OCCCC[C@@H](C)Oc3ccc(NS(=O)(=O)c4ccc(OC)cc4)cc3C(=O)N([C@H](C)CO)C[C@H]2C)cc1
  A: .	B: .	C: -6	D: .	E: -0.2	F: -1	G: .

# A portion of the library; the hit share may differ from the screen's.
